Assay outcomes as filed in PubChem.
HRas wt GTP bind: modulators of GTP binding to human HRas wildtype | P01112 | GST-Ras wt beads, Bodipy-FL-GTP binding, flow cytometry; actives lie on both sides | GTP binding activity, % at 10 µM | 190,000 compounds, 0.14% hits | AID 759;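 active = GTP binding activity at least 20% away from the 100% baseline, either lowered as inhibitor or raised as activator; inconclusive = flagged as likely green fluorescent, judged across all proteins in the well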;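 also: 0% = unlabeled GTP competition control and 100% = no-compound control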
Cdc42 wt GTP: human Cdc42 wildtype GTP binding change, either direction | P60953 | GST-Cdc42 beads, Bodipy-GTP binding, flow cytometry; actives lie on both sides | percent activity (GTP binding), % at 10 µM | 190,000 compounds, 0.2% hits | AID 761;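 active = percent activity GTP binding at least 20 points away from the 100% baseline, either down as inhibitor or up as activator; inconclusive = compound flagged as likely green fluorescent from well-wide comparison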;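 also: median bead fluorescence of bound Bodipy-FL-GTP at 100 nM; 0% = excess unlabeled GTP control and 100% = no compound control; below 100% means less GTP binding so inhibitor and above means activator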
Target sequence (P60953 whole entry, looked up): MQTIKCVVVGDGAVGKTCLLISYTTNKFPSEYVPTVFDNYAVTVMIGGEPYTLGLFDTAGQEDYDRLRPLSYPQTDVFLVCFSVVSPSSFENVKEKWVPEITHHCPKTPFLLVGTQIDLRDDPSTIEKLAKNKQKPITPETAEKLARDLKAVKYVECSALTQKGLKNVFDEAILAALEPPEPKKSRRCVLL
Rac1 wt modul: alters GTP binding to wildtype human Rac1. P63000. GST-Rac1 beads, fluorescent GTP binding, flow cytometry; actives lie on both sides; 0 = cold GTP competed, 100 = untreated. GTP binding activity (% of control), % at 10 µM. 190,000 compounds, 0.27% hits. AID 757;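 active = GTP binding activity at least 20 points away from the 100% control level, either lower or higher; inconclusive = compound flagged as likely green fluorescent, judged across all proteins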
Bfl-1 Bim block: disrupts Bim binding to human Bfl-1. Q16548. AID 1008. 190,000 compounds, 0.12% hits. Bead-based flow cytometry, Bim-Bfl-1 binding inhibition. inhibition, % at 10 µM;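 also: 0% = wells without compound plus tracer and 100% = blocker peptide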
Bim-Bcl-B: disrupts Bim peptide binding to human Bcl-B; AID 951; 190,000 compounds, 0.073% hits; inhibition, % at 10 µM; bead-based flow cytometry; Q9HD36;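 also: 0% = tracer peptide without compound and 100% = reference inhibitor peptide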
Target sequence (Q9HD36 whole entry, looked up): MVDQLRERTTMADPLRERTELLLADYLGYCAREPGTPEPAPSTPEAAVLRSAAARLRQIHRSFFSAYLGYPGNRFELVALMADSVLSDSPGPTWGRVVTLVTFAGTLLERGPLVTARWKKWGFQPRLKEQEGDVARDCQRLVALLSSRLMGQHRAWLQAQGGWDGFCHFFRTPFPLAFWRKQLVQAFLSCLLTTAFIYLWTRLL
Bim-Bcl-XL: human Bim-Bcl-XL interaction inhibition. Q07817. Bim peptide-Bcl-XL binding, bead flow cytometry, fluorescence. inhibition, % at 10 µM. 190,000 compounds, 0.04% hits
Rab7 wt GTP bind: dog Rab7 wildtype GTP binding, inhibitors and activators; GTP binding activity (percent of control), % at 10 µM; AID 758; GST-Rab7 beads, fluorescent GTP binding, flow cytometry; actives lie on both sides; untreated = 100%, excess cold GTP = 0%; 190,000 compounds, 0.055% hits;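 active = fluorescent GTP binding to Rab7 beads changed by at least 20 points from the 100% baseline, either direction, mostly lower; inconclusive = compound itself probably fluorescent, or too few beads counted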;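 also: median green fluorescence of bound Bodipy-FL-GTP per Rab7 bead population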
Bcl-W Bim block: disrupts Bim peptide binding to human Bcl-W. inhibition, % at 10 µM. Q92843. bead-based flow cytometry. 190,000 compounds, 0.02% hits;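 also: 0% = bound tracer without compound and 100% = peptide blocker; higher means less fluorescent Bim peptide bound to Bcl-W beads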
Target sequence (Q92843 whole entry, looked up): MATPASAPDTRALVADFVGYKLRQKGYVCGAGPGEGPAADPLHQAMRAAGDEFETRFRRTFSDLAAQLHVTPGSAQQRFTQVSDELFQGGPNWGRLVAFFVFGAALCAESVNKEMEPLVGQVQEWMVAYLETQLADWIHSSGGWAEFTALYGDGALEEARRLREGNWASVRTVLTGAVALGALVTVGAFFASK
Rac1 act GTP bind: alters GTP binding to activated mutant human Rac1; P63000; GST-Rac1 activated beads, fluorescent GTP binding, flow cytometry; actives lie on both sides; 100% means binding = to untreated wells; percent activity (GTP binding), % at 10 µM; 190,000 compounds, 0.11% hits; AID 764;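 active = GTP binding at least 20 percentage points away from the 100% baseline, in either direction, so actives lie on both sides; inconclusive = Compound likely fluorescent itself, or too few beads counted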
Bcl-2 Bim block: inhibitors of Bim-Bcl-2 interaction, human. AID 950. Bead-based flow cytometry, Bim peptide-Bcl-2 binding. 190,000 compounds, 0.06% hits. P10415. inhibition, % at 10 µM; in the data active = inhibition above about 40%; inconclusive = no clear call, values can overlap the other calls;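 also: 0% = no compound wells with probe peptide and 100% = reference peptide inhibitor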
Target sequence (P10415 whole entry, looked up): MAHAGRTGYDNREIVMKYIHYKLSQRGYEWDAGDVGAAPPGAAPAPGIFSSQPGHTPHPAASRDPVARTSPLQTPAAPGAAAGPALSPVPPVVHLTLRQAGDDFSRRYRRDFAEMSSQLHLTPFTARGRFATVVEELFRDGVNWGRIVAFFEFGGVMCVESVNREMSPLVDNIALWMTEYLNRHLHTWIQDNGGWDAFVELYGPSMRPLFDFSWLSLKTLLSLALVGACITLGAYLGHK
Rab2 wt GTP: changes GTP binding to wildtype dog Rab2A, up or down; P61105; GST-Rab2 wt beads, Bodipy-GTP binding, flow cytometry; GTP binding activity, % at 10 µM; 190,000 compounds, 0.19% hits; AID 760;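 active = GTP binding activity at least 20 points away from 100%, either lowered or raised; inconclusive = signal likely due to the compound's own green fluorescence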;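 also: 0% = beads with excess unlabeled GTP and 100% = no-compound control corrected for plate trend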
Starred values were filed as active, the others as inactive; ? = inconclusive. Rule as the data show it, unless noted: active = inhibition above about 40%.

SMILES,HRas wt GTP bind,Cdc42 wt GTP,Rac1 wt modul,Bfl-1 Bim block,Bim-Bcl-B,Bim-Bcl-XL,Rab7 wt GTP bind,Bcl-W Bim block,Rac1 act GTP bind,Bcl-2 Bim block,Rab2 wt GTP
CCc1nnc(NC(=O)c2csc3c2CCC(C)C3)s1 (stereo not given),97,99,99,-5,-5,-4,101,0,99,-2,101
CCN(CC)CCN(C(=O)c1ccc(N2C(=O)CCC2=O)cc1)c1nc2cc3c(cc2s1)OCCO3,97,95,97,32,36,1,104,4,96,43*,97
COc1ccc(N2CCN(C(=O)CCc3c[nH]c4ccccc34)CC2)cc1,98,99,95,-2,-3,1,98,3,97,-1,97
CCn1cc(CNC(=O)c2cc(-c3cc(OC)ccc3OC)nc3ccccc23)c(C)n1,100,98,101,5,0,-1,102,0,98,2,99
CC1(C)N=C(N)N=C(N)N1c1ccc(F)cc1F,101,103,105,-8,-7,-8,99,-5,100,-5,102
CCN(CC)S(=O)(=O)c1ccc(/C(O)=C(\C#N)c2nc3ccccc3n2C)cc1,100,102,102,-9,-4,-1,98,2,100,-8,99
Cc1cc(C(C)(C)C)cc(S(=O)(=O)NCCO)c1C,102,101,103,-13,-3,1,102,1,100,-8,102
C=CCC1C=C(Cc2ccccc2)CC(CC=C)N1 (stereo not given),94,93,94,2,-4,-5,100,-6,96,-2,95
CN(C(=O)c1ccccc1C(=O)OCC(=O)NCc1ccccc1)C1CCCCC1,98,98,100,6,4,1,97,5,100,11,99
Cc1ccc(NC(=O)CCn2cccc2)cc1C,102,103,103,1,6,2,102,-2,100,4,102
COc1cccc(N2C(=O)CC(c3c[nH]c4ccccc34)C2=O)c1 (stereo not given),101,99,99,-11,-10,-6,99,-1,93,-11,97
COc1cccc(-c2cc(=O)c3cc(NC(C)=O)ccc3[nH]2)c1,95,92,98,-2,0,-2,91,-4,98,-1,93
CC1(C(=O)O)CCC(C(=O)Nc2ccccc2O)C1(C)C (stereo not given),105,106,112,-9,-7,-7,100,2,100,-5,102
Cc1ccc(C(=O)Nc2ccc3c(c2)OCO3)cc1S(=O)(=O)N1CCCCC1,92,95,88,-11,-3,-2,93,5,92,-4,89
CC/C(=C1/C(=O)CC(C)(C)C(C(=O)OC)C1=O)N1CCCC1 (stereo not given),102,103,112,-8,-10,7,102,1,100,-8,101
COc1ccc(NC(=S)NNS(=O)(=O)c2ccc3ccccc3c2)c(OC)c1,92,91,92,0,-1,3,90,1,92,0,90
CCOC(=O)/C(=C\C=C\c1ccccc1)NC(=O)c1ccccc1,99,97,101,12,12,16,102,13,100,3,101
Cc1ccc(O)c(C2=NNC(O)(C(F)(F)F)C2)c1 (stereo not given),101,99,99,-12,-4,-2,101,1,97,-4,99
CC(=O)Nc1ccc(S(=O)(=O)/N=C2/NC(=O)/C(=C\c3ccco3)S2)cc1,86,85,88,-2,-2,3,92,0,84,-6,87
Cc1cc([N+](=O)[O-])nn1CC(=O)NNC(=S)Nc1ccc(F)cc1,100,100,101,-1,-8,-3,101,0,99,-1,100
COc1ccc(C2CC(=O)C(C=NCCCN3CCOCC3)=C(O)C2)cc1 (stereo not given),102,103,104,0,1,-2,100,-4,101,2,102
Cc1ccc(CNC(=O)CSCc2cccc(F)c2)cc1,97,94,100,-2,0,-1,95,0,93,-2,95
CC1CN(S(=O)(=O)c2cccc(-c3cn4ccccc4n3)c2)CC(C)O1 (stereo not given),100,100,105,-9,-3,-3,103,2,101,-10,102
O=C(CN1CCOCCOCCOCC1)Nc1ccccc1,104,104,101,-1,1,1,100,4,99,-2,106
CCCn1nnc(NC(=O)c2ccc(F)cc2)n1,103,107,106,0,-2,-6,106,-3,101,-5,103
CC(Oc1ccc(Cl)cc1)C(=O)Nc1sccc1C(N)=O (stereo not given),94,93,99,-3,-4,0,94,0,93,-4,94
O=C(C1=NN[C@@H]2C(=O)N(c3cccc(C(F)(F)F)c3)C(=O)[C@H]12)c1ccc2ccccc2n1,97,100,98,-6,-2,-6,96,0,98,-2,97
O=C(CNC(=O)c1ccccn1)N/N=C/c1ccc2c(c1)OCO2,98,94,97,-6,0,-1,104,-1,93,-3,97
CCC1=NN(C(=O)c2cccc(Br)c2)C(O)(c2ccc(Br)cc2)C1 (stereo not given),98,97,100,1,0,-1,100,2,96,0,99
COc1ccc(N=C(C)C2=C(O)COC2=O)cc1,97,102,101,-5,-8,-15,100,-1,97,-7,101
CCn1ncc(/C=C/C(=O)Nc2c(C)nn(Cc3ccc(Cl)cc3Cl)c2C)c1C,100,100,102,0,-3,-6,106,-4,100,3,102
COC(=O)CCC(=O)Nc1ccc(Cl)c(Cl)c1,99,98,98,0,2,-2,97,0,100,0,101
COc1ccc(C2SCCN2C(=S)Nc2cccc(C(F)(F)F)c2)cc1 (stereo not given),102,100,104,-15,-7,-7,99,-4,99,-6,98
CCOC(=O)N1CCN(C(=O)/C(=C/c2ccc(Cl)cc2)NC(=O)c2ccccc2)CC1,97,97,100,-3,0,0,105,0,96,-2,99
O=C(NCCc1ccccc1)C(NS(=O)(=O)c1cccc2nsnc12)c1ccccc1 (stereo not given),101,106,106,0,-2,-5,102,-2,100,-2,100
Cc1nnc(-c2cccc(Br)c2)c2cn(-c3ccccc3)nc12,96,98,97,-5,-2,-5,94,0,100,-5,97
C=CCN1CN=C(NS(=O)(=O)c2ccc(NC(C)=O)cc2)NC1,97,96,98,-5,-4,-3,96,-2,96,-5,97
Cc1nc(SCC(=O)c2ccc(Cl)s2)c2oc3ccccc3c2n1,98,96,96,1,-4,1,95,0,97,-2,97
COc1ccc(-c2csc(C3=C(O)CN(Cc4ccc(Cl)cc4)C3=N)n2)cc1OC,93,94,96,-1,3,6,95,4,95,2,94
CCOC(=O)NC1(NC2CCCCC2)Oc2ccccc2O1,102,102,103,0,2,1,98,3,100,0,101
CCC1=C(OC(=O)c2ccccc2)C(C)(C)C(c2ccccc2)OC1=O (stereo not given),98,97,100,0,2,1,95,1,102,1,100
Cn1c(C(=O)O)c(CC(=O)Nc2ccc3c(c2)OCCO3)c2ccccc21,88,97,103,-20,-3,-7,91,0,92,-7,86
C=CCn1c(-c2ccc(OC)cc2)csc1=Nc1c(C)n(C)n(-c2ccccc2)c1=O,96,94,91,-15,-5,-5,95,0,92,-12,93
CC(=O)c1cccc(-n2nnnc2SCC(=O)NNC(=O)C2CCCCC2)c1,92,96,95,0,0,0,94,0,97,2,96
Cc1ccc(Cl)cc1NC(=O)CC(O)(C(F)(F)F)C(F)(F)F,101,104,106,-9,-8,-13,99,0,98,-8,99
O=c1[nH]c(-c2ccc(Cl)cc2)cs1,95,96,100,-7,-4,0,99,2,99,0,96
CCc1cc(=O)oc2cc(C)cc(OC(=O)c3ccco3)c12,100,102,102,-12,-3,0,101,0,100,-6,99
CCCn1c(CCc2ccccc2)n[nH]c1=S,96,95,95,-3,-13,-5,96,-1,95,-4,95
COc1ccccc1C(=O)N/C(=C/c1ccc(Br)cc1)C(=O)NCCO,98,100,102,1,2,-3,99,-2,101,-1,100
CCc1ccc(N(C(=O)c2csnn2)C(C(=O)NC(C)(C)CC)c2ccccn2)cc1 (stereo not given),96,98,99,-10,-5,-6,96,-2,96,-3,98
COC(=O)COc1ccc(S(=O)(=O)NCCC2=CCCCC2)cc1C,99,99,96,-26,-8,-11,100,-6,97,-16,97
Cc1cccc2cc(CN(CC3CCCO3)C(=O)c3ccco3)c(=O)[nH]c12 (stereo not given),100,104,105,-7,-3,-5,95,7,102,-1,100
Cc1nc2c(C(=O)NCc3cccs3)cnn2c(C)c1Cc1ccccc1,102,86,101,1,-3,-8,94,-6,102,-3,100
COc1ccc(/C=N/NC(=O)Nc2cccc3nsnc23)cc1OC,?,?,?,1,1,1,?,3,?,2,?
COc1ccc(CNC(=O)C2CCCN2C(=O)NC2CCCCC2)cc1 (stereo not given),97,98,99,-11,-5,-3,94,1,96,-7,96
CCOC(=O)CSCc1nc(-c2ccc(Cl)cc2)oc1C,100,100,102,-2,-7,-4,103,-4,97,0,101
N=C(N)SCc1nc2ccccn2c1Br,103,103,105,0,-7,-7,101,-5,105,-3,103
COC(=O)C(C)N(C#N)c1nc(C)nc(C)n1 (stereo not given),98,99,96,2,-1,0,99,0,95,-2,99
